Source: PubChem (National Center for Advancing Translational Sciences (NCATS))
D3 antag = blocks the human D3 dopamine receptor. max response, negative = inhibition, %. P35462. actives 2.5% (n = 360,000). D3R cells, DiscoveRx beta-arrestin luminescence, antagonist mode; hits give low values; in the data active means max response below about -50%; inconclusive means no clear call, values can overlap the other calls; further: on the % scale 0 is the no-effect control and ±100 the full control effect; mostly tested at two doses, the higher about 12 µM
Target sequence (P35462 whole entry, looked up): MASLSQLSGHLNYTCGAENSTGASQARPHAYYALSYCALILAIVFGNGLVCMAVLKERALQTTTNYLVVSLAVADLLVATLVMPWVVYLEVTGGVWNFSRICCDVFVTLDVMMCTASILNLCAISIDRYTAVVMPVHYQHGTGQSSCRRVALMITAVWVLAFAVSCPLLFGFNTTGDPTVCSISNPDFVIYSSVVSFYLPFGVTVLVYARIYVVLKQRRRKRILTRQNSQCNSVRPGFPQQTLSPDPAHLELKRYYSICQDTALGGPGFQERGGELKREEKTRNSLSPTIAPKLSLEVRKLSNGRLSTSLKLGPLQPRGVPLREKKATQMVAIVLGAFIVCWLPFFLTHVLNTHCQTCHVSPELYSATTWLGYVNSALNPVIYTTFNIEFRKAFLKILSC
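Cells expressing the human receptor were seeded at 1500 cells/well, incubated overnight at 37 degrees C in 5% CO2, then exposed to library compounds with dopamine controls for 90 minutes at 37 degrees C before luminescent detection.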
D3 ag = activates the human D3 dopamine receptor; max activation, %; D3R DiscoveRx beta-arrestin cells, luminescence, 90 min; AID 652048; actives 0.58% (n = 410,000); in the data active means max activation above about 30%; further: 0% is about no effect; mostly tested at two doses, the higher about 12 µM
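Cells at 1500/well, incubated overnight, then treated with pinned compounds (dopamine as control) for 90 min at 37 degrees C. DiscoveRx reagent added for 30 - 60 minutes at room temperature; luminescence read.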
Abeta rescue = compounds reversing amyloid beta toxicity in yeast. yeast expressing A-beta42, growth rescue, OD600, 48 h; response scale: 0% DMSO, 100% iron-clioquinol control. Potency, µM (top dose mostly 46.1 µM), for inactives: top-dose growth rescue, usual class: activators. actives 0.063% (n = 410,000); further: potency means the concentration at half of the fitted maximal effect; nearly all actives have a fitted effect of over 55% in size
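Growth rescue measured by 600 nm absorbance after 48 h yeast culture at 30 C with compound. Values normalized between DMSO and an equimolar ferric chloride plus clioquinol control.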
FUS suppressor = rescues growth of FUS-expressing yeast. Potency, µM (doses to about 76.6 µM), for inactives: at the top dose growth rescue (activation), most hits filed as activators. AID 1347120. S. cerevisiae FUS-expressing, growth rescue, OD600, 24 h. actives 0.24% (n = 390,000);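 further: potency means the concentration at half of the fitted maximal effect; plate controls were DMSO vehicle for no effect and reference control for full effect; nearly all actives have a fitted effect of over 55% in size; some results filed as inactive show a strong effect at the top dose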
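Yeast expressing FUS under galactose induction, OD 0.005 in 2% galactose medium; compounds in a dilution series, 24 h at 30C. Growth rescue by absorbance at 600 nm; CP55940 positive control, DMSO negative.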
aSyn rescue = alpha-synuclein toxicity inhibition in yeast. AID 652106. Yeast expressing alpha-synuclein, growth rescue, BacTiter-Glo, 24 h. actives 0.14% (n = 370,000). Potency, µM (series often up to 46.1 µM), inactives show at the highest dose growth rescue (activation), most hits filed as activators; further: potency means the concentration at half of the fitted maximal effect; % of control where 0% means no effect; nearly all actives have a fitted effect of over 65% in size
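Readout is rescue of growth in alpha-synuclein-expressing yeast, so inhibitors of toxicity appear as activators. Growth after 24 hr at 30 deg C in galactose medium is quantified by luminescence.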
TDP-43 yeast inh = inhibitors of TDP-43 toxicity in yeast. Potency, µM (highest dose often 46.1 µM), inactives show at the highest dose growth rescue (activation), hits mostly activators. actives 1.8% (n = 410,000). TDP-43 expressing yeast growth rescue, BacTiter-Glo, 24 h. AID 652104; further: potency means the concentration at half of the fitted maximal effect; % of control where 0% means no effect; nearly all actives have a fitted effect of over 50% in size
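Growth rescue of TDP-43-toxic yeast measured as ATP luminescence (BacTiter-Glo). Cells grown to mid-log in raffinose, induced in galactose at OD600=0.02, exposed to compound 24 hr at 30 deg C.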
EPAC2 antagonist = blocks human EPAC2 exchange factor; Potency, µM (doses to about 114 µM), inactives show top-dose activity, negative = inhibition, most hits filed as inhibitors; actives 0.18% (n = 360,000); EPAC2 GEF exchange of Rap1B-BODIPY-GDP, fluorescence; further: potency means the concentration at half of the fitted maximal effect; on the % scale 0 is the no-effect control and ±100 the full control effect; nearly all actives have a fitted effect of over 45% in size; many of its hits are not listed in these tables
EPAC2 ag = agonists of human EPAC2 (RAPGEF4). EPAC2 activation, biochemical qHTS; response scale: 100% = 6.5 mM cAMP response. actives 0.079% (n = 360,000). AID 720711. Potency, µM (highest dose often 154 µM), without a hit: at the top dose activation, actives largely listed as activators; further: potency means the concentration at half of the fitted maximal effect; nearly all actives have a fitted effect of over 50% in size
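Setup: EPAC2 100 nM, labeled Rap1B complex 250 nM, free GDP 50 uM. Compound titrations pinned in, brief spin, 5 min room temperature incubation. Kinetic fluorescence read over 30 min, normalized to 6.5 mM cAMP.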
Starred values were filed as active, the others as inactive; u = inconclusive; x = not tested or not shown; [ ] = remark or other dose. Unless noted, the call rests on the fitted dose curve; in most records, active means well fitted curve in the direction sought with a large enough effect; inconclusive means small, poorly fitted or top-dose-only effect, or another doubt; inactive means no such curve, though single readings can be large; an effect the other way counts as inactive or inconclusive. Only part of the results is shown. The share of hits here may be higher or lower than overall.

SMILES | D3 antag | D3 ag | Abeta rescue | FUS suppressor | aSyn rescue | TDP-43 yeast inh | EPAC2 antagonist | EPAC2 ag
CC(=O)c1cccc(NC(=O)c2cc3c(s2)-c2c(C)cccc2OC3)c1 | x | 3 | -6% | -17% | x | 12% | x | x
COc1ccc(/C=C(\NC(=O)c2ccc(C)cc2)C(=O)NCCN2CCOCC2)cc1 | 14 | 2 | -8% | 13% | 4% | 16% | 0% | 6%
CC1(C)CC(=O)C=C(Nc2ccccc2NC(=O)c2cnccn2)C1 | -9 | -1 | -6% | 10% | -6% | -5% | -8% | -2%
COC(=O)c1cc2oc3ccccc3c2n1Cc1c(F)cccc1Cl | x | -13 | -7% | -18% | x | -8% | x | x
CC(C)(C)c1ccc(C(=O)Nc2ccc(C(=O)N3CCCC3)cc2)cc1 | 14 | 22 | -13% | x | -3% | -15% | -13% | -4%
CCOc1ccc2nc(N3CCC(C(=O)NC4CCCCC4)CC3)sc2c1 | 26 | 6 | -5% | 11% | 0% | u | 0% | -2%
CN(C(=O)COC(=O)Cn1cnc2c1c(=O)n(C)c(=O)n2C)C1(C#N)CCCCC1 | -4 | 8 | -13% | 1% | -1% | 9% | -10% | 9%
CCOc1ccc(NC(=O)CN(C)S(=O)(=O)c2cccc3cccnc23)cc1 | 4 | 0 | -4% | 12% | 4% | 22% | 7% | 5%
COc1ccc(C)c2sc(N(Cc3cccnc3)C(=O)C3CCCCC3)nc12 | x | 0 | 6% | 24% | x | 26% | x | x
O=C(Cc1ccc2c(c1)OCCO2)N1CCN(S(=O)(=O)c2cccc(Cl)c2Cl)CC1 | 12 | 9 | -7% | x | 0% | u | -4% | 7%
Cc1c(C(=O)NC(c2ccccn2)C(F)(F)F)oc2c(F)cccc12 (stereo not given) | -24 | -4 | 12% | 0% | -6% | -6% | 0% | 0%
Cn1c(=O)oc2cc(S(=O)(=O)N3CCc4ccccc4C3)ccc21 | 7 | 4 | 4% | -18% | 0% | 20% | 8% | -4%
COCCn1nnnc1C(c1cccc(C(F)(F)F)c1)N1CCN(Cc2ccccc2)CC1 (stereo not given) | u | -2 | 6% | 19% | 2% | -4% | -7% | 4%
COC(=O)c1cc(NC(=O)c2c(F)c(F)c(F)c(F)c2F)cc(C(=O)OC)c1 | 8 | 9 | 2% | -15% | 4% | 12% | -2% | -9%
CC[C@@]1(C(=O)OC)N[C@H](CN(C)C(=O)c2ccccc2)[C@@H]2C(=O)N(Cc3ccccc3)C(=O)[C@@H]21 | 0 | 4 | 5% | -13% | 0% | 18% | -1% | -1%
CS(=O)(=O)Nc1cccc(C2=NN(C(=O)c3cccc([N+](=O)[O-])c3)C(c3cccs3)C2)c1 (stereo not given) | 23 | -4 | 0% | 40% | 6% | 0% | -4% | 2%
Cc1ccc([C@@H]2[C@@H]3C(=O)N(C)C(=O)[C@@H]3[C@]3(C)C(=O)N(CCO)CC(=O)N23)o1 | 42 | 12 | -5% | -22% | -10% | 12% | 4% | -5%
Cc1c(Cl)cccc1NC(=O)c1nc(C)n(-c2cc(OC(C)C)c(Cl)cc2Cl)n1 | 0 | 1 | 4% | 6% | x | u | -10% | -8%
NC(=S)N/N=C/c1ccccc1 | -9 | 4 | -6% | -4% | -2% | 1% | 1% | -9%
CCOC(=O)N1CCC(N(CCOC)C(=O)Nc2ccc(Cl)c(Cl)c2)CC1 | 9 | 4 | -38%[inhibitor] | 33% | 0% | u | -4% | 11%
O=C(CN1C(=O)NC2(CCCC2)C1=O)NNC(=O)c1ccccc1 | 1 | -3 | -7% | 1% | -4% | 8% | 11% | 27%
CCN(CC)S(=O)(=O)c1cccc(NC(=O)c2cccc(S(=O)(=O)N3CCCC3)c2)c1 | -26 | -3 | 11% | 26% | 0% | 5% | -2% | -2%
COC(=O)c1c(-c2ccc(OC)cc2)oc2ccc(-c3cc(OC)c(OC)c(OC)c3)cc12 | 77 | 35* | -7% | -10% | -2% | 6% | 8% | -1%
O=[N+]([O-])c1cncc([N+](=O)[O-])c1Nc1cccc(O)c1 | -10 | -6 | -3% | 7% | 2% | u | -11% | 9%
Cc1cnc(CN(C)C(=O)c2ccc3oc(Cc4ccc(Cl)cc4)nc3c2)[nH]1 | -57* | -5 | -11% | 5% | -3% | -1% | -3% | 1%
COC(=O)c1cc(S(=O)(=O)n2nc(C)c(Br)c2C)c(Cl)cc1Cl | -13 | 5 | 9% | 22% | 2% | -12% | -3% | 5%
O=C(NCc1cccs1)c1cc(-c2ccccn2)nc2ccc(Br)cc12 | -4 | -4 | -2% | 16% | -7% | 15% | -26% | -3%
O=C(CNC(=O)c1sc2ccccc2c1Cl)NC1CC1 | 4 | -10 | 6% | 9% | 0% | -4% | 16% | 4%
CC1(C(=O)NS(=O)(=O)c2ccc(Cl)cc2)CCN1C(=O)CCc1ccc(Cl)cc1Cl (stereo not given) | -52* | -15 | -8% | 11% | 1% | 0% | 2% | 11%
CSCCC(C(=O)Nc1ccc2c(c1)OCO2)N1C(=O)c2ccccc2C1=O (stereo not given) | -22 | 1 | 11% | 45% | -2% | 7% | -3% | 12%
O=C(COC(=O)c1cccc(F)c1)Nc1cccnc1Cl | -5 | 5 | 11% | -7% | -10% | u | 8% | 4%
O=C(CSc1ccc(-c2ccncc2)nn1)c1ccc(Cl)cc1 | 0 | 9 | -20% | 10% | -4% | -20% | 5% | 14%
CC(C)N(Cc1ccccc1)C(=O)COC(=O)c1ccc(S(=O)(=O)N2CCOCC2)cc1 | 17 | 4 | 10% | -12% | 22% | 25% | -4% | 10%
O=C(Cn1nnc(-c2ccccc2)n1)NCc1ccco1 | 4 | 0 | 14% | -11% | 3% | 4% | -1% | 5%
COc1cc(O)c(C(CCN2CCCC(C)C2)c2cc(OC)c(OC)c(OC)c2)c(OC)c1 (stereo not given) | u | -20 | -22% | 1% | -3% | -11% | -1% | 10%
COc1ccc(C2/C(=C(/O)c3ccc(C)cc3)C(=O)C(=O)N2CCCN2CCOCC2)cc1 (stereo not given) | 4 | 5 | -19% | 7% | 7% | -16% | -8% | 7%
Cc1ccc(/C=C/C(=O)N2CCN(S(=O)(=O)/C=C/c3ccccc3)CC2)o1 | 0 | 3 | -4% | 1% | -1% | 16% | -1% | 15%
COc1ccc(-c2nc(CCNC(=O)c3c(F)cccc3Cl)cs2)cc1 | x | 5 | -26% | 2% | x | 18µM* | x | x
CN(CC(=O)Nc1ccc(Cl)c(C(F)(F)F)c1)Cc1cc(=O)n2ccsc2n1 | -3 | -1 | -9% | 13% | -5% | -9% | 13% | 3%
Cc1cc(C)n(C(=O)c2ccc(C)c(S(=O)(=O)N3CCCC3)c2)n1 | -11 | -8 | 13% | 1% | 0% | -8% | -3% | 3%
COc1cccc(-c2nnc3n(CCc4ccccc4)c(=O)c4ccccc4n23)c1O | x | 2 | -15% | 28% | x | 8% | x | x
Cc1cccc(-c2cccc(NC(=O)C3CCCN(C(=O)c4csc(C)n4)C3)c2)c1 (stereo not given) | 3 | 1 | 1% | u | 5% | 22% | -19% | 11%
O=C(/C=C/c1ccc([N+](=O)[O-])cc1)NCc1cccs1 | -17 | -3 | 4% | -1% | -2% | -8% | -6% | 0%
COc1cccc(C2=CC(c3ccc(OC)c(OC)c3)NC(=S)N2)c1 (stereo not given) | 69 | 2 | 19% | u | -6% | 12% | 1% | 12%
O=C(NC1CCCC1)c1cc(Cl)ccc1[N+](=O)[O-] | -5 | -2 | 26% | x | 3% | 9% | -7% | -8%
Cc1ccc([N+](=O)[O-])cc1NC(=O)Cc1cccs1 | -10 | 1 | -6% | 13% | -5% | -4% | 1% | -3%
O=C1c2ccccc2C(Nc2ccc(S(=O)(=O)N3CCOCC3)cc2)N1c1cccnc1 (stereo not given) | 9 | 3 | 4% | -1% | 4% | 8% | -17% | 1%
COc1ccc(C2N(C(=O)N3CCOCC3)CCN2S(=O)(=O)c2ccc(C)cc2)cc1 (stereo not given) | 10 | -3 | 14% | 19% | -13% | 0% | 5% | 8%
O=C(Nc1cccc(Cl)c1)N1CCN2C(=O)c3ccccc3C12c1ccccc1 (stereo not given) | -4 | 6 | 12% | u | -9% | 22% | -9% | 3%

Compounds listed so far that contain an aryl methoxy group (nine):
SMILES | D3 antag | D3 ag | Abeta rescue | FUS suppressor | aSyn rescue | TDP-43 yeast inh | EPAC2 antagonist | EPAC2 ag
COc1ccc(/C=C(\NC(=O)c2ccc(C)cc2)C(=O)NCCN2CCOCC2)cc1 | 14 | 2 | -8% | 13% | 4% | 16% | 0% | 6%
COc1ccc(C)c2sc(N(Cc3cccnc3)C(=O)C3CCCCC3)nc12 | x | 0 | 6% | 24% | x | 26% | x | x
COC(=O)c1c(-c2ccc(OC)cc2)oc2ccc(-c3cc(OC)c(OC)c(OC)c3)cc12 | 77 | 35* | -7% | -10% | -2% | 6% | 8% | -1%
COc1cc(O)c(C(CCN2CCCC(C)C2)c2cc(OC)c(OC)c(OC)c2)c(OC)c1 (stereo not given) | u | -20 | -22% | 1% | -3% | -11% | -1% | 10%
COc1ccc(C2/C(=C(/O)c3ccc(C)cc3)C(=O)C(=O)N2CCCN2CCOCC2)cc1 (stereo not given) | 4 | 5 | -19% | 7% | 7% | -16% | -8% | 7%
COc1ccc(-c2nc(CCNC(=O)c3c(F)cccc3Cl)cs2)cc1 | x | 5 | -26% | 2% | x | 18µM* | x | x
COc1cccc(-c2nnc3n(CCc4ccccc4)c(=O)c4ccccc4n23)c1O | x | 2 | -15% | 28% | x | 8% | x | x
COc1cccc(C2=CC(c3ccc(OC)c(OC)c3)NC(=S)N2)c1 (stereo not given) | 69 | 2 | 19% | u | -6% | 12% | 1% | 12%
COc1ccc(C2N(C(=O)N3CCOCC3)CCN2S(=O)(=O)c2ccc(C)cc2)cc1 (stereo not given) | 10 | -3 | 14% | 19% | -13% | 0% | 5% | 8%
